HCV NS3 hel inh: inhibitors of Hepatitis C virus NS3 helicase | NS3 helicase DNA unwinding, Cy5 molecular beacon fluorescence | inhibition, % at 10.9 µM | hit rate 0.56% among 290,000 | AID 1800;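 active = inhibition above the mean of all tested compounds plus 3 SD, set per campaign, cut at about 35% in these data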;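 also: 0% = DMSO wells and 100% = thioflavine S control wells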
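Assay system: hepatitis C virus NS3 helicase domain fragment enzyme. Also added: annealed dual-labelled DNA beacon duplex, ATP-started. Timing: 1 h reaction at 25 °C, ATP-initiated. Technique: Cy5 fluorescence at 0 and 60 min, beacon hairpin quenching. Evaluation: % inhibition of unwinding. Replication: one well per compound.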
GalR3 antag: antagonists of human GalR3; O60755; HEK293 GalR3-CNG cAMP membrane potential fluorescence; galR3 body fused to GalR1 C-terminus; inhibition, % at 3 µM; hit rate 0.44% among 360,000; AID 651719;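 active = inhibition above the screen-wide average plus 3 SD, cut at about 13% in these data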;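 also: forskolin and galanin both at EC90 stimulate the cells; cAMP rise reported by CNG channel membrane potential dye signal; 0% = forskolin plus galanin with DMSO and 100% = forskolin alone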
GPR7 antag: human neuropeptides B/W receptor 1 antagonism. hit rate 1.1% among 290,000. AID 1861. GPR7-expressing cells, fluorescence antagonist assay. P48145. inhibition, % at 4.4 µM; in the data active = inhibition above about 16%, passing the limit was not always enough;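 also: cells stimulated with the agonist NPW; 0% = agonist with vehicle and 100% = vehicle without agonist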
Target sequence (P48145 whole entry, looked up): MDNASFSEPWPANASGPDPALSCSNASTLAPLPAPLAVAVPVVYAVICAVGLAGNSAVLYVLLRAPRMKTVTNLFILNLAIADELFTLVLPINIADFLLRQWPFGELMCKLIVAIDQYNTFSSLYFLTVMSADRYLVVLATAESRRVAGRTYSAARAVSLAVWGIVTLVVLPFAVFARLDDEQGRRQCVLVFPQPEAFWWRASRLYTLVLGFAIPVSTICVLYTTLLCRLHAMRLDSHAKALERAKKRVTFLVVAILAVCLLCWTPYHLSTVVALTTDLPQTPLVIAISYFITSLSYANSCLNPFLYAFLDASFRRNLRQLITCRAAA
OXTR agonist: human OXTR agonism; hit rate 0.32% among 320,000; P30559; AID 2435; activation, % at 3 µM; CHO-OTR cells, Fluo-8 calcium fluorescence; normalized: DMSO 0%, oxytocin 100%;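 active = activation above the mean of all tested compounds plus 3 SD, cutoff set per screening run, cut at about 20% in these data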;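 also: peak over basal fluorescence ratio from a 100 s FLIPR kinetic read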
Target sequence (P30559 whole entry, looked up): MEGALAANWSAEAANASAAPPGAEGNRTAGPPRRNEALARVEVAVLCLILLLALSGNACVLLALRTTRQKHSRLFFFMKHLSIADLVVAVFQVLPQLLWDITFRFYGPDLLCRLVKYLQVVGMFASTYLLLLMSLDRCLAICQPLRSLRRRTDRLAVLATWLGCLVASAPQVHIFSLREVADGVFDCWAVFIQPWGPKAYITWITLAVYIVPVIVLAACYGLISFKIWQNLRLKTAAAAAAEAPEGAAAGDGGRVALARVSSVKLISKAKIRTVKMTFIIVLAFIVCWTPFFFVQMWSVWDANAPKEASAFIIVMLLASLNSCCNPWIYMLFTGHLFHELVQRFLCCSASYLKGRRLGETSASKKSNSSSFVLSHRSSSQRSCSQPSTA
V1aR counter: activates human V1a receptor in oxytocin agonist counter-screen; AID 2797; hit rate 0.25% among 320,000; activation, % at 3 µM; CHO-V1R cells, Fluo-8 calcium fluorescence, agonist mode; 0% DMSO, 100% 3 nM vasopressin;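 active = activation above the mean activation of all tested compounds plus 3 SD, per screening run, cut at about 20% in these data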;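 also: signal is peak over basal fluorescence ratio across a 100 second FLIPR read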
DNA FID counter: displaces DNA intercalator in HCV helicase counter-screen | DNA fluorescent intercalator displacement, fluorescence | inhibition, % at 7.9 µM | hit rate 0.17% among 290,000; in the data active = inhibition above about 37%;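 also: 0% = vehicle and 100% = reference compound; higher means more ethidium bromide displaced from hairpin DNA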
VIM-2 inh: blocks Pseudomonas aeruginosa VIM-2 metallo-beta-lactamase. purified VIM-2, nitrocefin hydrolysis, epi-absorbance fluorescence. inhibition, % at 5.6 µM. hit rate 0.89% among 290,000;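 active = inhibition above the mean of all tested compounds plus 3 SD, cutoff set per screening run, cut at about 7.5% in these data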;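 also: red hydrolysis product quenches plate fluorescence so inhibitors raise well fluorescence; 0% = enzyme with DMSO and 100% = DMSO without enzyme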
PHOSPHO1 block: blocks human PHOSPHO1 phosphatase activity; inhibition, % at 13.3 µM; hit rate 1.1% among 290,000; recombinant PHOSPHO1, absorbance phosphatase assay; Q8TCT1; in the data active = inhibition above about 60%
Target sequence (Q8TCT1 whole entry, looked up): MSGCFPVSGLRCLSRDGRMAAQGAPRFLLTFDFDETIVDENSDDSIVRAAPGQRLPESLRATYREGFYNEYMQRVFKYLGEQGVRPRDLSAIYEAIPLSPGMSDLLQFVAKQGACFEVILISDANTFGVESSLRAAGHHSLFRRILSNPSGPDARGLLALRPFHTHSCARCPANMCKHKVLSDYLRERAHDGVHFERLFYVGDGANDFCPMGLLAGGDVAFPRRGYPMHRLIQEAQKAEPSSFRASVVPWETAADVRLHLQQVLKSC
IMP-1 inh: inhibitors of Pseudomonas aeruginosa IMP-1 metallo-beta-lactamase | hit rate 0.45% among 290,000 | inhibition, % at 5.6 µM | purified IMP-1, nitrocefin hydrolysis, epi-absorbance fluorescence;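 active = inhibition above the mean plus 3 SD of all compounds in the same screening run, cut at about 4.5% in these data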;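 also: 0% = IMP-1 with DMSO and 100% = DMSO wells lacking enzyme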
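Test system: recombinant IMP-1 enzyme, purified / Medium: HEPES buffer pH 7.1 with ZnSO4 and Brij 35 / Doses: single dose, 5.6 µM / Times: 25 °C, 15 min preincubation, 25 min reaction / Detection: Epi-absorbance via hydrolysed-nitrocefin quenching of white-plate fluorescence, 480/530 nm, EDTA stop / Evaluation: percent inhibition from optical density relative to buffer-blank wells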
Starred values were filed as active, the others as inactive; nt = not tested or not shown.

SMILES | HCV NS3 hel inh | GalR3 antag | GPR7 antag | OXTR agonist | V1aR counter | DNA FID counter | VIM-2 inh | PHOSPHO1 block | IMP-1 inh
O=C(NC1CCCC1)C(c1ccccn1)N(Cc1ccccc1F)C(=O)c1csnn1 (stereo unspecified) | 19 | -7 | 0 | -0.5 | 0.2 | -23 | -3.7 | 22 | -2.7
O=C(COc1ccccc1/C=C\c1nc(O)c([N+](=O)[O-])c(=O)[nH]1)Nc1ccccc1 | 26 | -3 | -5 | nt | nt | -11 | 0.2 | 11 | -1.4
CCCc1nc2oc3c(NCCN(C)C)ncnc3c2c2c1CCCC2 | -36 | -6 | -11 | 2.2 | 0.9 | 21 | 6.3 | 19 | -0.1
N#C/C(C(=O)c1ccccc1)=C1/CCCN1 | 5 | -6 | -6 | 0.6 | 0.7 | -2 | -1.9 | 11 | -3.0
Cc1ccc(C(=O)NNC(=O)C2CCN(c3nc(C)cc(C)n3)CC2)cc1 | 7 | -4 | -4 | -1.6 | 0.0 | -11 | 0.5 | 50 | -0.7
Cc1nc2ccccc2c(=O)n1/N=C/c1c(O)ccc2ccccc12 | 6 | -1 | -3 | 3.7 | 0.4 | 5 | -3.2 | 19 | -1.0
Cn1c(COc2ccccc2)nnc1SCC(=O)NCc1ccccc1 | -3 | 0 | -4 | 0.5 | -0.7 | -16 | -3.7 | 5 | -3.7
CCOc1nc(N(C)C)nc(-n2nnc(C(C)=O)c2C)n1 | 6 | -4 | 13 | 0.2 | 0.7 | -2 | -1.9 | 13 | -1.2
COc1cccc(N(C(=O)c2snc(C(N)=O)c2N)C(C(=O)NCC2CCCO2)c2cccs2)c1 (stereo unspecified) | -13 | -10 | 3 | 2.4 | 3.5 | -32 | -1.6 | 22 | -5.7
CC(C)c1cc2cc3ccc(=O)oc3cc2o1 | -6 | -9 | -1 | -2.1 | -1.1 | -7 | -5.5 | 10 | -4.2
O=C(CCc1nnc(C2(c3ccc(Cl)cc3)CCC2)o1)N1CCCC1 | -6 | -10 | -1 | 0.0 | 0.3 | -44 | -0.4 | -124 | -0.7
COc1ccc(CC(=O)Nc2cccc(C(=O)Nc3ccccc3C(=O)O)c2)cc1OC | 13 | -1 | -8 | -0.4 | -0.2 | -29 | -2.7 | -3 | -2.4
Cc1ccc(C)c(C(=O)CC2(O)C(=O)N(C)c3ccccc32)c1 (stereo unspecified) | -1 | 6 | 2 | 2.6 | 2.7 | -11 | -0.1 | 23 | -1.6
O=C(CCCN1CCOCC1)c1ccc2c(c1)OCCO2 | -4 | -1 | -16 | -0.5 | 0.9 | 8 | -0.3 | -22 | -1.0
COc1ccc(Cl)cc1NC(=O)CN1CCc2ccccc2C1 | -6 | -9 | -17 | -1.6 | 0.8 | -16 | -0.1 | nt | 2.1
COc1cccc(Cl)c1NC(=O)N1CCN(c2cc(C)nc3ccccc23)CC1 | -23 | -5 | -12 | -3.0 | -1.0 | 18 | -2.5 | 47 | -3.8
Cc1ccc(N(C(=O)c2csnn2)C(C(=O)NC2CCCCC2)c2cccnc2)cc1C (stereo unspecified) | 12 | -1 | -12 | 1.0 | 0.9 | -33 | -3.1 | 22 | -2.4
CCCC1=Nc2cc(C(=O)NCCN3CCCC3)ccc2Sc2ccccc21 | -67 | -5 | 9 | 2.7 | 0.8 | 19 | -3.7 | 26 | -2.1
O=C(Cc1cc(C(=O)O)c2ccccc2n1)Nc1ccccc1 | 6 | -3 | -6 | 1.7 | 1.4 | -6 | -3.3 | 8 | -2.0
Brc1ccc(Oc2ncc(CN3CCN(c4ccccc4)CC3)s2)cc1 | -3 | -1 | -10 | -0.8 | 0.0 | -3 | -3.5 | 4 | -1.8
Nc1cc(=O)n(Cc2ccccc2)c(=O)n1-c1ccc(F)cc1 | -4 | -4 | -14 | 0.4 | 0.5 | -1 | -2.7 | 19 | -1.9
COCc1cc(C)nc(Nc2ccc(C)cc2C)c1C#N | 4 | -6 | -6 | -0.7 | 1.7 | -3 | 0.7 | -1 | -1.9
Cn1nc(CC(=O)NC2CCCCCC2)c2ccccc2c1=O | -5 | 6 | 2 | 6.1 | 6.6 | -3 | -1.5 | 13 | -1.0
CC(=O)CS(=O)(=O)c1ccc(Oc2ccc(S(=O)(=O)CC(C)=O)cc2)cc1 | 6 | -1 | 3 | 2.5 | 2.2 | -10 | -1.6 | 3 | -0.6
Cc1c(N=C2SC(CC(=O)Nc3ccccc3)C(=O)N2CCN2CCOCC2)c(=O)n(-c2ccccc2)n1C (stereo unspecified) | 11 | 4 | -3 | -0.1 | 0.3 | -18 | -3.5 | -32 | -2.5
Cc1cc(-c2ccccc2)nc(Oc2cccc(C(F)(F)F)c2)c1S(C)(=O)=O | -3 | -2 | -1 | -0.1 | 3.1 | -2 | -1.4 | 18 | -3.3
COc1ccc(C)cc1NC(=O)CSc1nc2ccccc2nc1N1CC(C)OC(C)C1 (stereo unspecified) | -24 | nt | -16 | -1.1 | -0.3 | -32 | -0.5 | 44 | -1.1
CC1CCC(NC(=O)C2CCN(c3cnccn3)CC2)CC1 (stereo unspecified) | 3 | -1 | -7 | 0.7 | 0.0 | -6 | -2.5 | 52 | -1.6
COCCn1c(SCC(=O)NC2CC2)nnc1-c1ccco1 | 9 | 3 | -22 | 0.9 | 1.2 | -14 | -0.8 | 43 | -2.9
Cc1nn(C)c(C)c1S(=O)(=O)N1CCc2ccccc21 | 5 | -3 | -3 | -0.2 | 0.2 | -3 | -0.7 | 15 | 0.3
O=C(CC1C(=O)NCCN1Cc1ccc(F)cc1)NCCOc1cccnc1 (stereo unspecified) | 10 | 0 | -19 | 0.9 | 0.9 | -2 | -1.7 | 26 | -2.1
COc1ccc(CNC(=O)C/C(C)=N/NC(=O)COc2ccc(Br)cc2)cc1 | -2 | -2 | -3 | 1.2 | -0.7 | -11 | -3.6 | 45 | -3.7
CSc1ccccc1NC(=O)CN(C)CC(=O)NCc1ccccc1 | -4 | -2 | -11 | 0.2 | 0.7 | -21 | -3.0 | 3 | -3.4
COc1ccc(C2NC(=O)c3ccccc3O2)c(OC)c1OC (stereo unspecified) | -10 | -4 | -1 | -0.5 | 0.2 | -4 | 0.6 | -8 | -2.7
Cc1ccc(C(=O)COC(=O)CCC(=O)NC2CCCCC2)cc1C | 3 | -2 | 3 | -0.6 | -0.7 | -28 | -3.6 | 1 | 0.3
CCOc1cc(C2c3c(oc4ccccc4c3=O)C(=O)N2c2nccs2)ccc1O (stereo unspecified) | -1 | -6 | -12 | 0.1 | -0.3 | -2 | -2.4 | 37 | -3.3
COC(=O)CN(n1cnnc1)S(=O)(=O)c1ccc(C)cc1 | -2 | 2 | -7 | -0.5 | 0.0 | 3 | -5.4 | -40 | -2.8
COc1ccc(Nc2ncc(C(=O)N3CCN(Cc4ccccc4)CC3)c3ccccc23)cc1 | -4 | -7 | -1 | 8.6 | 6.7 | -12 | -1.5 | 0 | -1.5
CC1=C(C)CC(C(=O)N2CCN(Cc3ccccc3)CC2)C(C(=O)O)C1 (stereo unspecified) | -1 | -3 | -9 | 0.1 | 0.0 | -3 | -2.9 | -20 | -0.6
O=C(c1cc(-n2cnnc2)ccc1Cl)N1CCN(c2nc(-c3ccccc3)cs2)CC1 | -14 | -4 | -9 | 7.5 | 8.9 | -38 | -0.6 | -4 | -2.5
CCn1nc(C)c(NS(=O)(=O)c2ccccc2)c1C | 6 | -6 | 6 | 1.8 | 1.1 | -3 | -1.4 | 3 | -4.8
COc1cccc(NC(=O)C(=O)NCCCn2ccnc2)c1 | 2 | -6 | 1 | 2.1 | 0.8 | 3 | -3.4 | 28 | -2.5
O=C(O)c1ccc2c(=O)n(Cc3ccccc3)c(SCc3ccc([N+](=O)[O-])cc3)nc2c1 | -6 | -8 | -16 | -0.4 | 0.5 | 24 | -1.9 | 18 | -2.2
O=C1CN(C(=O)CCCc2c[nH]c3ccccc23)c2ccccc2N1 | -2 | -2 | 0 | 8.0 | 7.3 | -17 | -0.8 | -4 | -3.1
CCOC(=O)c1[nH]c2cc3c(cc2c1NC(=O)CN1CC(C)CC(C)C1)OCO3 (stereo unspecified) | -5 | -2 | -6 | -0.7 | -0.7 | -7 | -2.3 | 26 | -1.8
Brc1ccc(OCc2nc3ccccc3[nH]2)cc1 | -2 | -7 | -20 | -1.2 | 2.5 | -1 | -1.3 | 39 | -3.0
COc1cccc2c1C(=O)c1c(O)c3c(c(O)c1C2=O)C[C@@](O)(C(C)=O)C[C@@H]3O[C@H]1C[C@H](N)[C@H](O)[C@H](C)O1 | 29 | nt | -6 | nt | nt | 36 | 19* | -4 | 2.1
CCOc1ccc(NS(=O)(=O)c2ccc(OCC(=O)N3CCCC3)cc2)cc1 | -3 | 2 | -9 | 3.7 | 4.0 | -1 | -1.0 | -23 | -2.1
CCCn1nnnc1NC(=O)COc1ccc(Cl)c(C)c1 | 11 | -1 | -2 | -0.2 | 0.7 | -6 | -3.1 | -9 | -4.8
Cc1ccc(NC(=O)CCc2nnc3ccc(NCc4ccco4)nn23)cc1F | 2 | -8 | -20 | -1.0 | 0.0 | -31 | -2.7 | 19 | -1.7
O=C(NCc1ccc(Cl)cc1)C1CCN(S(=O)(=O)c2cccc3nonc23)CC1 | -13 | -8 | 3 | 6.8 | 12 | -5 | -2.5 | 14 | -1.6
Cc1ccc(N=C2NC(=O)c3cc([N+](=O)[O-])ccc32)cc1 | 4 | -3 | 3 | -1.2 | -0.3 | 5 | -4.5 | -5 | -5.7

Single records (already shown):
Entry for Cc1ccc(N=C2NC(=O)c3cc([N+](=O)[O-])ccc32)cc1 = HCV NS3 hel inh = 4; GalR3 antag = -3; GPR7 antag = 3; OXTR agonist = -1.2; V1aR counter = -0.3; DNA FID counter = 5; VIM-2 inh = -4.5; PHOSPHO1 block = -5; IMP-1 inh = -5.7
Entry for Cc1ccc(NC(=O)CCc2nnc3ccc(NCc4ccco4)nn23)cc1F = HCV NS3 hel inh = 2; GalR3 antag = -8; GPR7 antag = -20; OXTR agonist = -1.0; V1aR counter = 0.0; DNA FID counter = -31; VIM-2 inh = -2.7; PHOSPHO1 block = 19; IMP-1 inh = -1.7
Entry for O=C(O)c1ccc2c(=O)n(Cc3ccccc3)c(SCc3ccc([N+](=O)[O-])cc3)nc2c1 = HCV NS3 hel inh = -6; GalR3 antag = -8; GPR7 antag = -16; OXTR agonist = -0.4; V1aR counter = 0.5; DNA FID counter = 24; VIM-2 inh = -1.9; PHOSPHO1 block = 18; IMP-1 inh = -2.2

Random draw from the library; overall some 4.3% were active at least once.
